Screening results from PubChem BioAssay.
TCR-CD3 inh: inhibitors of human TCR-CD3 interaction, primary screen, biochemical, fluorescence, TAMRA-labeled TCR probe | inhibition, % at 9.4 µM | 360,000 compounds, 0.37% hits | AID 651800, 2012; in the data active = inhibition above about 19%;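 also: recombinant mutant TCR 2C K166C tagged with TAMRA read by polarization; 0% = receptor in buffer alone and 100% = receptor with positive control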
Rev-erbA mod: modulators of Rev-erb alpha DNA binding, primary screen, biochemical, FITC-DNA, fluorescence polarization, uHTS | activity, % at 10 µM | Rev-erbα–FITC-DNA binding, 90 min | 370,000 compounds, 0.79% hits;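 active = activity above about 14%, limit read from the data; passing the limit was not always enough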;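 also: 0% = DMSO wells with 35 nM protein and 100% = DMSO wells with 750 nM protein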
Target sequence (P20393 whole entry, looked up): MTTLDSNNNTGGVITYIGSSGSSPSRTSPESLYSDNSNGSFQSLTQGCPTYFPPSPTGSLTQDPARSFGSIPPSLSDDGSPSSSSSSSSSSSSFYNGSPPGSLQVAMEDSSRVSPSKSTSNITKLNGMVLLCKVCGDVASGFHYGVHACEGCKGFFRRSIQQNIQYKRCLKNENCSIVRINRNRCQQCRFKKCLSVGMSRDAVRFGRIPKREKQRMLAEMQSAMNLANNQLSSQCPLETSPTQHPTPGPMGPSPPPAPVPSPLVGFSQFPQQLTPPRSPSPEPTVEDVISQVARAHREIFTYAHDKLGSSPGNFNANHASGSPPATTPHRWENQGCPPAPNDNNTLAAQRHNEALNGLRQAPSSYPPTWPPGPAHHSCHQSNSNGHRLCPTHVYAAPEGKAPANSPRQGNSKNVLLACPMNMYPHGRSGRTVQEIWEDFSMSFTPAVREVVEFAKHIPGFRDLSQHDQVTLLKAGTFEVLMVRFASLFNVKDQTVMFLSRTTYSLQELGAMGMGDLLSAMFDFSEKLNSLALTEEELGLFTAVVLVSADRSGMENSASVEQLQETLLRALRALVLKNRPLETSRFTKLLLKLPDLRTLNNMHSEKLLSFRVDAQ
SIAE primary: human SIAE inhibitors, primary screen, biochemical, fluorescence polarization, FP-Rh probe, 1536-well HTS | Sialate O-acetylesterase (Homo sapiens), Q9HAT2 | SIAE FP-Rh probe binding | inhibition, % at 9.66 µM | 370,000 compounds, 0.69% hits | AID 1053197, 2014;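 active = inhibition above a cutoff: mean of compounds within the control limits plus 3 SD of those, cut at about 17% in these data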;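 also: 0% = plate median of compound wells and 100% = probe without SIAE protein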
LEDGF integ inh: blockers of LEDGF/p75-dependent integrase strand transfer – biochemical, TR-FRET, high throughput, primary screen; HIV-1 integrase (with human LEDGF/p75); TR-FRET IN-LEDGF/p75 DNA integration, Eu/Cy5; inhibition, % at 3.7 µM; 370,000 compounds, 0.64% hits;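 active = inhibition above the screen-wide mean plus 3 SD, cut at about 13% in these data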;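 also: signal is the Cy5 over europium emission ratio at 671 and 618 nm; 0% = plate median of compound wells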
TDP2 absorb: human TDP2 enzyme inhibitors, primary screen, biochemical, epi absorbance, recombinant enzyme. Tyrosyl-DNA phosphodiesterase 2 (Homo sapiens), O95551. T5PNP hydrolysis, p-nitrophenol absorbance 415 nm. 370,000 compounds, 0.34% hits. inhibition, % at 12.8 µM. AID 720702, 2013;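 active = inhibition above the mean of all tested compounds plus 3 SD, set per campaign, cut at about 25% in these data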;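 also: 0% = DMSO with enzyme and 100% = buffer with substrate but no TDP2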
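Material: recombinant human TDP2; quantity: TDP2 enzyme at 120 nM final; medium: Tris-HCl pH 7.5 with MgCl2; compound: single concentration, 12.8 µM nominal, with 1% DMSO; incubation: 2 h enzyme incubation at 37 °C; signal: epi absorbance; measure: percent inhibition; benchmarks: high control without enzyme, low control DMSO plus TDP2; repeats: singlicate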
HTRA1 inh: HTRA1 serine protease inhibitors, primary screen, biochemical, fluorescence polarization, HTS; 340,000 compounds, 0.5% hits; AID 504803, 2011; recombinant HTRA1, FP-rhodamine activity-based probe; inhibition, % at 5.96 µM; Q92743; in the data active = inhibition above about 36%;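 also: 0% = enzyme with DMSO and 100% = wells lacking enzyme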
rCAG RNA binder: binders of r(CAG) RNA repeats, primary screen, biochemical, fluorescence. inhibition, % at 3 µM. 370,000 compounds, 1.3% hits. r(CAG) RNA repeat, TO-PRO-1 dye displacement fluorescence;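 active = inhibition above the plate cutoff, the mean of all test compounds on that plate plus 3 SD, cut at about 35% in these data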;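 also: 0% = DMSO alone and 100% = 100 µM mitoxantrone as full dye displacement; higher means more dye released from RNA so lower well fluorescence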
PG9 Ab binder: binders of HIV-1 gp120 antibody PG9, primary screen, biochemical, TR-FRET; HIV-1 gp120 / PG9 antibody interaction; 360,000 compounds, 0.43% hits; inhibition, % at 6.7 µM; TR-FRET gp120-PG9 antibody binding; in the data active = inhibition above about 8.5%
PRMT1 inh: PRMT1 methyltransferase inhibitors, primary screen, biochemical, fluorescence polarization; Protein arginine N-methyltransferase 1 (Homo sapiens), Q99873; recombinant PRMT1, activity-based probe fluorescence polarization; inhibition, % at 2.79 µM; 370,000 compounds, 1.3% hits; AID 652257, 2013;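 active = inhibition above about 21% made by adding two undisclosed values, limit read from the data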
ABHD4 inh: ABHD4 inhibitors, primary screen, biochemical, fluorescence polarization, mouse | (Lyso)-N-acylphosphatidylethanolamine lipase (Mus musculus), Q8VD66 | purified mABHD4, FP-Rh probe fluorescence polarization | inhibition, % at 8.92 µM | 370,000 compounds, 0.54% hits | AID 720543, 2013;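 active = inhibition exceeding the mean over every tested compound plus 3 SD, cut at about 30% in these data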;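 also: 0% = plate median of compound wells and 100% = S159A mutant with DMSO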
Target sequence (Q8VD66 whole entry, looked up): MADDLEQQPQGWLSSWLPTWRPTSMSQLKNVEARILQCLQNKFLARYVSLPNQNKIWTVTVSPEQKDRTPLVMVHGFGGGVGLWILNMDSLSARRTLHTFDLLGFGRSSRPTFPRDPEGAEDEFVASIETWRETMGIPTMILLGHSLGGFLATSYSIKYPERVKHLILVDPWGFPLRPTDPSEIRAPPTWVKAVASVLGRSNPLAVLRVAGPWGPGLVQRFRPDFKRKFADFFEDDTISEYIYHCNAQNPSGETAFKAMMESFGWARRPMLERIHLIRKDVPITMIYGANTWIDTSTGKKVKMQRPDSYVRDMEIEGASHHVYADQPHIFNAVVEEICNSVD
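Assay system: mABHD4 protein; medium: HEPES pH 7.0, NaCl, Pluronic buffer; dosing: 8.92 µM, single dose; schedule: 45 min + 60 min at 25 °C; signal: FP readout, ex 525 nm / em 598 nm; read-out: normalized percent inhibition of probe labeling; repeats: single replicate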
Starred values were filed as active, the others as inactive; . = no result given; & = joins results of further samples. A portion of the library. The share of hits here may be higher or lower than overall.

mol	TCR-CD3 inh	Rev-erbA mod	SIAE primary	LEDGF integ inh	TDP2 absorb	HTRA1 inh	rCAG RNA binder	PG9 Ab binder	PRMT1 inh	ABHD4 inh
O=C1C=CC(=NN=C(c2ccccc2)c2ccccc2)C=C1	0	6	6	-1	-5	.	14	0.0	2	0
CCC/C=C/c1ccc(CN2C(CC(C)C)C(=O)N(Cc3cn(CCC4OCCCO4)nn3)CCS2(=O)=O)cc1 (stereo not given)	-9	-2	0	4	-12	-28	4	2.3	-2	-17
O=Cc1cn(CC(=O)N2CCc3ccccc32)c2ccccc12	1	1	2	-3	16	-2	2	0.2	0	-1
CCCc1nc(SCC(=O)c2ccccc2)c2c(=O)n(C)c(=O)n(C)c2n1	-9	-4	12	-1	0	-2	2	-1.5	1	2
NS(=O)(=O)c1ccc(NC(=O)Cn2nc(C(=O)O)c3ccccc3c2=O)cc1	-4	6	8	2	1	7	4	2.1	-3	5
COc1ccc(N2CCN(S(=O)(=O)CCNC(=O)COc3ccccc3OC)CC2)cc1	9	-2	2	1	1	7	-5	0.8	2	0
COc1ccc(S(=O)(=O)N(CC(=O)NCCC(C)C)c2ccccc2)cc1OC	-1	-6	-6	0	0	7	4	-1.5	3	4
CC1CCN(C(=S)Nc2cccc(S(=O)(=O)N(C)C)c2)CC1	-3	-3	0	-3	5	-1	-1	-0.3	-2	5
Cc1ccc(S(=O)(=O)N2CCCc3nc(-c4ccccc4)ccc32)cc1	9	-4	0	2	9	.	3	-1.0	-1	-10
Cc1cccc(NC(=O)CSc2ncnc3c2oc2ccccc23)c1	10	601*	-7	0	5	5	3	66*	1	3
CC(C)c1ccccc1NC1=CC(=O)CC(C)(C)C1	3	1	10	2	-11	-1	1	-0.8	-4	3
COCCCn1c(SCC(=O)NCc2ccco2)nc2sc3c(c2c1=O)CCC3	5	-2	0	1	2	-1	0	-1.2	0	0
COc1nc(N(C)C)nc(N(C#N)S(=O)(=O)c2ccc(C)cc2)n1	1	-6	-2	0	-2	7	0	3.0	0	4
CSCCC(NC(=O)c1ccccc1)C(=O)NCCCn1nc(C)cc1C (stereo not given)	-3	7	0	4	-4	-4	-4	-0.9	-4	1
COc1ccccc1CNc1ccc([N+](=O)[O-])cc1C	-3	0	-4	2	-6	.	-1	0.2	-1	-4
CC(CN1C(C)CCCC1C)OC(=O)c1cccc(Br)c1 (stereo not given)	2	-6	4	-3	10	-6	-5	-1.6	3	1
CCOC(=O)c1c(NC(=O)CSc2nnnn2-c2ccccc2OCC)sc2c1CC(C)(C)NC2(C)C	4	1	-3	0	0	-25	1	1.0	-5	1
O=C(Nc1ccc(N2CCCC2)c(Cl)c1)c1cccs1	10	6	7	3	0	-5	3	-2.1	-1	3
CC1=C(C(=O)OC2CCCCCC2)C(c2ccc(C)o2)C2=C(CCCC2=O)N1 (stereo not given)	-4	1	0	1	-5	-9	-7	-0.3	2	0
Cc1cccc(NC(=O)CSc2nnc(C)c(C)n2)c1	2	1	-2	-2	-3	4	6	1.7	-1	0
S=C(Nc1ccc2c(c1)OCCO2)Nc1ccc2c(c1)OCO2	2	3	4	6	12	8	0	-0.8	-1	5
Cc1cn([C@H]2C=C[C@@H](CO)O2)c(=O)[nH]c1=O	-1&7	-7&-1	-3&1	-1&2	1&-8	0&3	0&2	-1.7&-0.6	0&-6	-1&0
CC(=O)/C(C#N)=C1\NC(=O)C(Cc2cc(Cl)ccc2Cl)S1 (stereo not given)	3	0	4	-3	-5	-1	33	-1.8	5	2
COc1ccc(S(=O)(=O)Cc2ccc(C(=O)NCCc3cc(OC)ccc3OC)o2)cc1	1	3	1	-2	8	-1	-7	0.2	-2	1
CSc1nc(C(=O)N2CCCC(Nc3ccc(C)c(C)c3)C2)cs1 (stereo not given)	8	3	7	-4	12	0	-6	-5.2	-1	-3
O=C(COc1ccccc1[N+](=O)[O-])N(Cc1ccccc1)c1ccccn1	-2	-1	-4	-3	-7	-4	0	-0.8	3	2
CC(C)CN(CC(C)C)S(=O)(=O)c1cc([N+](=O)[O-])ccc1N1CCCCCC1	4	6	-9	-4	-8	-1	0	-0.3	3	6
COc1ccc(S(=O)(=O)N2CCN(CC(=O)Nc3ccc(C)c(F)c3)CC2)cc1	3	4	-2	1	-1	-9	-2	-1.7	-1	-2
O=C(O)CN1C(=O)/C(=C/c2ccc(SCc3ccccc3)o2)SC1=S	2	9	-10	11	26*	-6	41*	-0.5	17	6
O=C(COc1ccc(Cl)cc1)N(Cc1ccccc1)c1nc(-c2ccccc2)cs1	2	-6	-4	0	-8	-8	-2	0.9	1	7
CC(=O)OCc1c(F)c(F)c(-n2nc(C)cc2C)c(F)c1F	-4	-1	-5	3	3	4	-9	-0.3	2	-10
O=C(CS(=O)(=O)c1cn(Cc2ccccc2Cl)c2ccccc12)N1CCOCC1	13	1	4	1	1	5	-1	-1.6	3	-5
COc1ccc2nc3oc(C(=O)NCc4cccs4)cc3cc2c1	-3	-17	-4	-2	-8	-6	-1	-0.1	-2	-2
Cc1csc(SC(C)C(=O)Nc2ccc(Cl)cn2)n1 (stereo not given)	4	3	1	0	11	-7	-4	-1.8	1	1
Cc1nn(C)c(Oc2cccc(Cl)c2)c1C(=O)Nc1ccc(F)cc1	0	-4	2	2	-11	-14	0	-1.8	-1	-8
Cn1c(=O)c2c(nc(Br)n2Cc2nnc(N)s2)n(C)c1=O	1	-1	0	-6	5	5	-2	-1.1	3	-4
CCSc1nnc(NC(=O)c2ccc(S(=O)(=O)N(C)C)cc2)s1	8	4	-1	0	0	-4	1	-0.8	1	1
COc1nccnc1NS(=O)(=O)c1ccc(N/C=C2\CCCCC2=O)cc1	4	3	4	0	-4	2	4	-1.7	4	4
CCOc1cccc(C2C(C#N)=C(N)Oc3cc(C)[nH]c(=O)c32)c1OCC (stereo not given)	-1	-3	6	4	-5	3	0	-2.2	5	-1
O=S(Cc1ccc(Cl)cc1)CC(O)(c1ccccc1)c1ccccc1 (stereo not given)	0	-6	3	2	-8	-10	-5	-0.5	-2	-6
CCc1cc[n+](-c2nc3ccccc3nc2C(=C=[N-])C#N)cc1	2	-2	2	-2	-5	0	4	-5.8	3	0
O=C(Nc1cnc2sc3c(n2c1=O)CCCC3)c1ccc(F)cc1	2	-1	-3	-2	-1	-2	0	0.3	2	-1
CCOC(=O)[C@]12CCCC=C1N(Cc1ccccc1)C(=O)[C@H](CC(=O)NCCCOC)C2	2	0	7	-2	1	.	-1	0.4	-3	0
O=C(O)Cn1ncn(-c2ccc(OC(F)(F)F)cc2)c1=O	-5	3	-2	3	3	9	-3	0.8	0	-3
CCOC(=O)[C@]12CCC=C1N(CCC1=CCCCC1)C(=O)[C@H](CC(=O)N1CCN(C(=O)C3CC3)CC1)C2	-6	3	1	-1	3	.	2	-1.5	-1	1
COc1ccc(-n2nc(C(=O)N3CCC(N4CCCCC4)CC3)c3c4ccccc4n(C)c3c2=O)cc1	-3	2	3	0	9	0	-1	2.9	-2	-4
CC(=O)Cc1nsc(NC(=O)c2ccc(COc3ccccc3Cl)o2)n1	6	5	-10	2	-2	-5	19	0.3	-1	-11
CCOc1ccc(C(=O)C(C)OC(=O)Cn2cnc3c2c(=O)n(C)c(=O)n3C)cc1 (stereo not given)	-7	-3	6	3	1	2	-3	-0.3	0	-1
CC(C)(C)OC(=O)/C=C/[C@@H](CC1CCCC1)Sc1ccc(C(C)(C)C)cc1	.	3	-4	3	-2	.	0	.	0	-15
O=[N+]([O-])c1cc(/C=N/O)ccc1Sc1ccccc1	-7	-2	-1	1	1	-28	3	0.7	-1	-15
COCCNC(=O)c1onc(CSc2ccccn2)c1C(=O)NCCOC	2	-5	-3	-2	-8	4	1	0.5	-2	-4
COCCn1c(SCC(=O)Nc2ccc3c(c2)OCCO3)nnc1-c1ccncc1	-4	1	-3	-1	3	6	1	0.4	0	8
CC(=O)c1cccc(NC(=S)NCc2ccccc2)c1	-2	-7	-2	2	-21	2	2	-4.0	2	-8
O=C(Oc1ccc(C(=S)N2CCOCC2)cc1)c1ccc([N+](=O)[O-])cc1	4	-1	13	4	7	14	-3	-2.2	0	6
CC(=O)c1ccc(N/N=C2/CCCNC2=O)cc1	0	6	4	1	-7	.	0	0.9	1	3
O=C(NCCSCc1ccccc1)c1ccc(C2SCC(=O)N2Cc2ccccc2)cc1 (stereo not given)	-3	-6	-5	0	-1	-38	1	-1.8	2	-16
C=CCOc1cccc(C2/C(=C(\O)c3ccc(F)cc3)C(=O)C(=O)N2CCN(C)C)c1 (stereo not given)	4	1	0	-7	-5	0	1	-0.9	0	2
N#C/C(=C/c1ccc(N2CCOCC2)o1)c1ccc(Cl)cc1	-1	-1	9	-2	2	8	9	-1.9	16	3
COc1cc2c(cc1OC)CN(c1nc(-c3cccnc3)nc3ccccc13)CC2	-2	1	-8	2	-3	-44	-1	-1.1	-3	-10
CC1=C(C(=O)OC(C)C)C(c2ccc(Br)s2)NC(=O)N1C (stereo not given)	2	4	1	3	6	-5	-6	0.6	-2	-3

(next part)
mol	TCR-CD3 inh	Rev-erbA mod	SIAE primary	LEDGF integ inh	TDP2 absorb	HTRA1 inh	rCAG RNA binder	PG9 Ab binder	PRMT1 inh	ABHD4 inh
Cc1ccccc1Cn1nc(C)c(NC(=O)c2sc3ccccc3c2Cl)c1C	2	7	-1	-5	4	-26	6	-0.1	-1	-9
COc1ccc(N2CC(C(=O)Nc3nnc(SCC(=O)N4CCOCC4)s3)CC2=O)cc1 (stereo not given)	5	-5	0	-4	4	-4	6	-3.4	4	-4
COC(=O)[C@]1(C#N)CC(=O)N(CC2CCCCC2)[C@@H]1c1ccccc1	.	-1	2	8	-2	.	1	.	-3	-1
Cc1cc(C(F)(F)F)n2ncc(C(=O)O)c2n1	-2	-2	-5	-2	4	0	0	-0.7	6	-3
COc1ccc(Cl)cc1NC(=O)COc1ccc2c(c1)OCO2	1	0	-8	3	2	12	2	0.2	-1	3
